# MITF primary: human MITF inhibition, primary screen | O75030 | AlphaScreen MITF homodimerization, bead proximity signal | inhibition, % at 2.6 µM | hit rate 0.91% among 650,000 | AID 1259374; in the data active = inhibition above about 50%;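 also: 0% = vehicle wells with protein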
# GPR151 ag: human GPR151 activation. activation, % at 11.2 µM. Q8TDV0. hit rate 1% among 650,000. PathHunter beta-arrestin GPR151 cells, luminescence; in the data active = activation above about 4.9%;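 also: 0% = median of compound wells and 100% = cells with positive control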
# Target sequence (Q8TDV0 whole entry, looked up): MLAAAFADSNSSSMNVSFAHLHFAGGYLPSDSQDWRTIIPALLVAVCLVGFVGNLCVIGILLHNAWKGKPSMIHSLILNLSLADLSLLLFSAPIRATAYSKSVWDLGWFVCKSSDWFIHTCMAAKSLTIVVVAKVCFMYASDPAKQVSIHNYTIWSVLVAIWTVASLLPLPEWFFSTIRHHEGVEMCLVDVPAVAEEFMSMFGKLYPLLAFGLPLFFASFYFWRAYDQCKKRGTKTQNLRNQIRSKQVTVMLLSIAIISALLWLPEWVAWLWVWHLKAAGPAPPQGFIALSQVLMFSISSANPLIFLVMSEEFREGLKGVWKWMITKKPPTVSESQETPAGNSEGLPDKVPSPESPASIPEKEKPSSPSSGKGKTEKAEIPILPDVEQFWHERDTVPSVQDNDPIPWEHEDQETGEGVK
# TEAD-YAP block: TEAD-YAP interaction inhibition; inhibition, % at 9.12 µM; hit rate 1.4% among 640,000; AID 1259422; HEK-TIYL cells, TEAD-Gal4/YAP UAS-luciferase luminescence; in the data active = inhibition above about 32%;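 also: 0% = median of test compound wells and 100% = reference inhibitor wells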
# FBW7 act: human FBW7 E3 ligase activation, primary screen; AID 1259310; Q969H0; hit rate 0.13% among 650,000; AlphaScreen FBW7–phospho-cyclin E peptide binding, activator screen; normalized activity (activation), % at 26.1 µM; in the data active = normalized activity above about 1.9%;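 also: purified mutant Fbw7 with reduced substrate affinity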
# Target sequence (Q969H0 whole entry, looked up): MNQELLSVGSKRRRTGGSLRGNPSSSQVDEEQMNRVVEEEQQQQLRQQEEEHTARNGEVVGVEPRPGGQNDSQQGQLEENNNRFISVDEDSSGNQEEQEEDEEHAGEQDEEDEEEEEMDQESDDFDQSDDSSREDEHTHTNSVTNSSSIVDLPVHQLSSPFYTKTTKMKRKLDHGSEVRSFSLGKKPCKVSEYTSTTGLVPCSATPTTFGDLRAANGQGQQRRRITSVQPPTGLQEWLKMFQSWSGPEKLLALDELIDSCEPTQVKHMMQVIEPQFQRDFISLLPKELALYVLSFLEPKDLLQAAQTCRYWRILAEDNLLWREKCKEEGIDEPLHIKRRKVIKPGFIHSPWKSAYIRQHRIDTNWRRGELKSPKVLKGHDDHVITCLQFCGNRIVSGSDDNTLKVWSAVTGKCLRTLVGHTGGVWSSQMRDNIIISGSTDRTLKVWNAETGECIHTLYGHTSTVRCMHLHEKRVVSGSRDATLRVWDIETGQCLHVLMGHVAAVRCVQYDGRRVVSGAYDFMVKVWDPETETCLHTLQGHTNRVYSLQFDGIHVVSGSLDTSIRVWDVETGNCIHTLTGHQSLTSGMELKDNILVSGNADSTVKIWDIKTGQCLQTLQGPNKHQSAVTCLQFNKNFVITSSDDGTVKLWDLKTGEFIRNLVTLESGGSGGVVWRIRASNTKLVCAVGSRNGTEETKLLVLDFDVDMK
# Active calls of the source: *.
nr	molecule	MITF primary	GPR151 ag
1	Oc1c(-c2cc(-c3ccco3)[nH]n2)ccc2ccccc12	3.2	2.8
2	N#CCN1CCOc2ccccc2C1=O	-3.0	0.7
3	Cc1cccc(CN2CCN(C(=O)CCc3nnc(C4CCCCC4)o3)CC2)c1	4.5	-0.3
4	N#CSc1ccc(NS(=O)(=O)c2ccccc2)cc1Cl	11.3	-0.1
5	COc1ccc(CCNc2nc(NC3CCN(Cc4ccccc4)CC3)nc3cc(OC)c(OC)cc23)cc1	1.1	8.0*
6	O=C(Cn1cnc2ccccc2c1=O)NCC(=O)Nc1ccc(Cl)cn1	-123.8	-0.4
7	O=C(O)C1CCCN(S(=O)(=O)c2ccc(S(=O)(=O)N3CCCCC3)cc2)C1 (stereo not given)	-0.1	-0.6
8	CCOc1ccc(-c2csc(NC(=O)c3cncc(Br)c3)n2)cc1	-9.4	0.1

nr	TEAD-YAP block	FBW7 act
1	-77.1	-0.1
2	3.2	0.1
3	-17.8	-0.2
4	15.3	0.0
5	-2.5	-0.1
6	0.0	0.1
7	11.5	0.0
8	-2.5	0.0

# Part of the list above, with each value named.
[8] CCOc1ccc(-c2csc(NC(=O)c3cncc(Br)c3)n2)cc1
  MITF primary: -9.4
  GPR151 ag: 0.1
  TEAD-YAP block: -2.5
  FBW7 act: 0.0
[5] COc1ccc(CCNc2nc(NC3CCN(Cc4ccccc4)CC3)nc3cc(OC)c(OC)cc23)cc1
  MITF primary: 1.1
  GPR151 ag: 8.0*
  TEAD-YAP block: -2.5
  FBW7 act: -0.1
[4] N#CSc1ccc(NS(=O)(=O)c2ccccc2)cc1Cl
  MITF primary: 11.3
  GPR151 ag: -0.1
  TEAD-YAP block: 15.3
  FBW7 act: 0.0

# Next structures follow.
nr	molecule	MITF primary	GPR151 ag
9	O=S(=O)(c1cccc2c(S(=O)(=O)N3CCN(c4ccccc4)CC3)cccc12)N1CCN(c2ccccc2)CC1	1.2	0.8
10	O=C(Nc1ccc(Cl)cc1Cl)c1nn2c(C(F)(F)F)cc(-c3cccs3)nc2c1Cl	0.0	-1.3
11	Cc1cc(NC(=O)CCN2CCN(c3ccc(Cl)cc3)CC2)no1	-1.9	-1.8
12	CCN1CCN(C(=O)Cn2c3ccccc3c3nc(=O)cc(C)n32)CC1	13.3	1.7
13	O=C(CC1C(=O)NCCN1CC(c1ccccc1)c1ccccc1)NCC(F)(F)F (stereo not given)	-1.7	0.7
14	CCCS(=O)(=O)N1CCCC(CCC(=O)N(C)CCc2ccccn2)C1 (stereo not given)	-1.0	-1.6
15	COc1cccc(-n2nc(C(=O)NC3CCCCC3)c3ccccc3c2=O)c1	19.8	0.0
16	CC(C)(C)CN1CCN(Cc2nc3ccccc3s2)CC1CCO (stereo not given)	11.4	3.1

nr	TEAD-YAP block	FBW7 act
9	-2.7	0.1
10	-3.9	-0.1
11	-1.1	0.0
12	6.3	0.4
13	4.1	-0.1
14	-10.3	-0.2
15	8.5	0.2
16	8.4	0.3

# Next section
nr	molecule	MITF primary	GPR151 ag
17	Cc1cccc(NC(=O)C2(c3ccc(F)cc3)CC2)n1	6.4	0.0
18	CCOC(=O)c1cnc(SCC(=O)c2ccc(NC(=O)CC)cc2)nc1N	-2.9	-0.5
19	COc1ccc(CCNC(=O)CN2CCN(Cc3ccc(F)cc3)C2=O)cc1OC	-8.1	0.6
20	CCCCc1nnc(SCC(=O)Nc2ccc(F)cc2)n1C	1.9	-0.5
21	O=c1c2cc(Cl)ccc2nc2n1CCC2	-12.3	0.5
22	COc1ccc(Cc2nc(-c3ccc(I)cc3)no2)cc1	23.5	0.5
23	Cc1nn(C)c(C)c1NC(=O)Cn1nc2c3ccccc3nc(C3CC3)n2c1=O	3.1	0.3
24	O=C(Nc1ccccc1Cl)/C(=C\c1ccc2c(c1)OCO2)NC(=O)c1ccccc1Cl	11.5	2.1

nr	TEAD-YAP block	FBW7 act
17	7.2	0.1
18	-4.7	0.1
19	-8.1	-0.3
20	-7.9	-0.1
21	14.7	-0.1
22	-5.6	0.7
23	2.0	0.0
24	4.6	0.1

# Continuation:
nr	molecule	MITF primary	GPR151 ag
25	COC(=O)CCc1c(C)c(C(=O)c2cccs2)c2ccccn12	22.1	-1.1
26	O=C(NCc1nc2ccccc2[nH]1)c1ccc2nc(Nc3ccccc3)sc2c1	22.7	-0.8
27	Cc1cc(C)c2c(c1)CC(C)(C)c1nn3c(=O)cc(C(F)(F)F)nc3nc1-2	-3.0	-0.9
28	COc1ccccc1N1C(N)=C(C#N)C(c2ccc([N+](=O)[O-])cc2)C2=C1CC(C)(C)CC2=O (stereo not given)	-9.3	0.3
29	COCCn1c(SCCN2CCCCC2)nnc1-c1ccco1	-0.1	0.0
30	COc1ccc(-c2cn3c4c(=O)n(C)c(=O)n(C)c4nc3n2CCc2ccc(OC)c(OC)c2)cc1	0.9	0.8
31	O=C1C2C3c4ccccc4C(C(=O)O)(c4ccccc43)C2C(=O)N1c1ccccc1F (stereo not given)	2.7	0.4
32	O=C(NCc1cccnc1)C1CC12CCN(Cc1cc3ccccc3s1)CC2 (stereo not given)	4.2	1.1

nr	TEAD-YAP block	FBW7 act
25	4.9	0.2
26	-23.8	-0.1
27	7.6	0.3
28	9.1	0.0
29	8.4	-0.1
30	15.0	-0.2
31	-7.0	0.3
32	-4.5	0.0

# (cont.)
nr	molecule	MITF primary	GPR151 ag
33	Cc1ccc(S(=O)(=O)NCC(=O)OCc2ccccc2Br)cc1	7.7	0.3
34	CC(Cl)C(Cl)C(=O)Nc1cccc(Cl)c1 (stereo not given)	-9.3	0.5
35	COC(=O)c1ccc(-c2ccc(C=C(C#N)C#N)o2)c(C)c1	16.5	-0.5
36	Cn1nnc2c(NC3CC3)nc(Cc3ccc(Cl)cc3Cl)nc21	1.0	1.3
37	COC(=O)C1=NN(C(=O)Cc2ccccc2)C(O)(C(C)(C)C)C1 (stereo not given)	16.1	-0.4
38	COC(=O)c1c(C)oc2ccc(OCc3ccc(Br)cc3)cc12	15.2	-0.7
39	CCN(CC)c1nc2cc(OC)ccc2cc1C#N	-17.3	-1.4
40	COc1ccc(-c2nnc3n2N(C(C)=O)C(c2ccccc2)=C(C(C)=O)S3)cc1	-9.5	0.5

nr	TEAD-YAP block	FBW7 act
33	8.2	-0.1
34	-21.7	0.5
35	3.0	0.1
36	-5.2	-0.1
37	-0.9	2.0*
38	1.8	0.0
39	23.0	2.3*
40	-1.7	0.0

# Carrying on:
nr	molecule	MITF primary	GPR151 ag
41	O=C(CCN1C(=O)c2ccccc2C1=O)N1CCOCCOCCOCCOCCOCC1	8.3	-0.4
42	CCCOC(=O)c1ccc(N2C(=O)c3ccc(C(=O)OC(C)C(=O)c4ccc(C)cc4)cc3C2=O)cc1 (stereo not given)	2.1	-0.2
43	CCOc1ccc(S(=O)(=O)N2CCSC2c2ccc(OC)c(Br)c2)cc1 (stereo not given)	13.9	0.4
44	Cc1nnc(SCc2ccc(C#N)cc2)[nH]c1=O	8.0	0.0
45	CCc1ccccc1N(C(=O)c1ccc(OC)c(OC)c1)C1C=CS(=O)(=O)C1 (stereo not given)	-2.5	-0.4
46	OC1CCN(Cc2ccc3c(c2)CN(C/C=C/c2ccco2)CCO3)CC1	2.0	0.2
47	Cc1onc(-c2ccccc2Cl)c1C(=O)Nc1c2c(nn1-c1ccc([N+](=O)[O-])cc1)CS(=O)(=O)C2	4.3	1.2
48	Cc1ccc(NC(=O)c2ccc(N(Cc3ccccc3)S(C)(=O)=O)cc2)cc1	9.8	-0.2

nr	TEAD-YAP block	FBW7 act
41	-2.5	-0.1
42	-0.7	0.0
43	-3.1	0.0
44	-5.3	-0.1
45	0.4	0.0
46	-9.0	-0.1
47	-8.7	-0.1
48	4.5	0.1

# 3 records picked at random from the list so far, as already listed:
nr	molecule	MITF primary	GPR151 ag
2	N#CCN1CCOc2ccccc2C1=O	-3.0	0.7
27	Cc1cc(C)c2c(c1)CC(C)(C)c1nn3c(=O)cc(C(F)(F)F)nc3nc1-2	-3.0	-0.9
39	CCN(CC)c1nc2cc(OC)ccc2cc1C#N	-17.3	-1.4

nr	TEAD-YAP block	FBW7 act
2	3.2	0.1
27	7.6	0.3
39	23.0	2.3*

# (continued)
nr	molecule	MITF primary	GPR151 ag
49	Nc1ncnc(NN2CCOCC2)c1[N+](=O)[O-]	3.5	-1.1
50	O=C1OC(c2ccc(Cl)cc2)=N/C1=C\c1ccc(Br)o1	3.4	4.2
51	CC(C)COc1ccc(C2Nc3ccccc3C(=O)N2c2ccc(C(C)C)cc2)cc1 (stereo not given)	2.9	0.4
52	Cc1ccc(NC(=O)CN2CCC(O)(c3ccccn3)CC2)cc1F	7.3	-1.3
53	COc1cc(/C=C2\C(=O)ON=C2C)cc(OC)c1OC	21.8	1.3
54	COc1cc(/C=C2\SC(=S)N(NC(=O)c3ccncc3)C2=O)cc(OC)c1OC	8.0	-0.8
55	Cc1ccc(N(Cc2ccc(C(=O)Nc3c(C)n(C)n(-c4ccccc4)c3=O)cc2)S(C)(=O)=O)cc1C	-1.9	-1.4
56	NC(=O)C1CCCc2c1[nH]c1c(C(=O)O)cccc21 (stereo not given)	-7.6	6.1*

nr	TEAD-YAP block	FBW7 act
49	6.8	0.4
50	12.2	-0.1
51	-39.0	0.1
52	0.1	0.1
53	9.3	0.6
54	-0.4	-0.1
55	15.6	0.0
56	0.7	0.0

# Compounds 30 to 35, reprinted for reference:
nr	molecule	MITF primary	GPR151 ag
30	COc1ccc(-c2cn3c4c(=O)n(C)c(=O)n(C)c4nc3n2CCc2ccc(OC)c(OC)c2)cc1	0.9	0.8
31	O=C1C2C3c4ccccc4C(C(=O)O)(c4ccccc43)C2C(=O)N1c1ccccc1F (stereo not given)	2.7	0.4
32	O=C(NCc1cccnc1)C1CC12CCN(Cc1cc3ccccc3s1)CC2 (stereo not given)	4.2	1.1
33	Cc1ccc(S(=O)(=O)NCC(=O)OCc2ccccc2Br)cc1	7.7	0.3
34	CC(Cl)C(Cl)C(=O)Nc1cccc(Cl)c1 (stereo not given)	-9.3	0.5
35	COC(=O)c1ccc(-c2ccc(C=C(C#N)C#N)o2)c(C)c1	16.5	-0.5

nr	TEAD-YAP block	FBW7 act
30	15.0	-0.2
31	-7.0	0.3
32	-4.5	0.0
33	8.2	-0.1
34	-21.7	0.5
35	3.0	0.1

# More entries:
nr	molecule	MITF primary	GPR151 ag
57	Cc1c(C(=O)NCCCN2C(C)CCCC2C)sc2nc3n(c(=O)c12)CCCC3 (stereo not given)	1.8	-0.4
58	COc1cc(OC)cc(C2=NC3(CCC(C)CC3)NC2=S)c1 (stereo not given)	14.2	0.0
59	O=C(CC1NCCNC1=O)Nc1ccccc1 (stereo not given)	-7.5	0.2
60	O=C(NCC1(O)CCCC1)Nc1ccc2c(c1)OCO2	14.9	0.0
61	CCOC(=O)N1CC=C2C(C#N)=C(N)C(C#N)(C#N)C(c3ccc(C)o3)C2C1 (stereo not given)	6.8	1.2
62	C=CCOc1ccc2ccccc2c1CNn1cn[nH]c1=S	2.5	1.6
63	CCOc1ccc(NC(=O)c2ccc(F)c(S(=O)(=O)NC3CCCCC3)c2)cc1	9.0	1.8
64	Cc1ccc(CN2CCN(Cc3cnc(C)[nH]3)CC2CCO)cc1 (stereo not given)	14.0	-0.3

nr	TEAD-YAP block	FBW7 act
57	0.3	0.0
58	1.8	0.0
59	-1.1	-0.2
60	-50.7	1.4
61	14.0	-0.1
62	-8.1	-0.1
63	16.4	0.0
64	2.8	0.1

# (cont.)
nr	molecule	MITF primary	GPR151 ag
65	COc1ccc(CC(=O)N2CCc3cc(OC)c(OC)cc3C2COc2ccc([N+](=O)[O-])cc2)cc1 (stereo not given)	9.7	-1.2
66	O=C(CSc1nc2ccccc2c(=O)[nH]1)c1ccc(F)cc1	1.0	0.2
67	COc1ccc(CCn2c(N)c(Br)c(=O)[nH]c2=O)cc1OC	27.4	-0.1
68	O=c1cc(CSc2nnc(-c3ccco3)o2)c2ccc(Br)cc2o1	-6.8	-1.0
69	COc1nc(NCCO)nc(Nc2ccc(I)cc2)n1	7.5	-0.3
70	Cc1cc(-c2cn3c(C)c(C)nnc3n2)ccc1NC(=O)CN1CCCC1=O	10.2	0.2
71	COc1ccc(/C=N/NC(=O)Cc2n[nH]c(=O)[nH]c2=O)cc1	1.3	-0.5
72	Cc1ccc(OCC(O)CN2CC(C)OC(C)C2)c(C)c1 (stereo not given)	-6.0	-0.1

nr	TEAD-YAP block	FBW7 act
65	-5.9	0.0
66	1.4	0.0
67	5.8	0.1
68	-3.9	0.0
69	-6.2	0.0
70	1.7	-0.1
71	0.9	-0.1
72	0.6	0.0

# Further compounds follow.
nr	molecule	MITF primary	GPR151 ag
73	Cc1ccc(C(=O)CSc2nc(-c3cccnc3)ccc2C#N)cc1	-5.2	0.3
74	Nc1c(Cl)cc(Cl)cc1[N+](=O)[O-]	-0.3	0.3
75	COc1cccc(C2C(C(=O)OCCOc3ccccc3)=C(C)NC3=C2C(=O)CC(c2ccc(Cl)cc2)C3)c1 (stereo not given)	9.2	-1.9
76	Cc1ccc(S(=O)(=O)N2C(=O)CCC2C(=O)O/N=C(\N)c2ccccn2)cc1 (stereo not given)	14.3	0.3
77	NC(=O)Nc1ccc(C(=O)Nc2ccc(F)c(F)c2F)cc1	1.1	1.7
78	Cc1nn(CC(=O)N[C@H](Cn2nc(-c3cccs3)ccc2=O)C(C)C)c(C)c1C	14.7	-0.5
79	COCCn1c(=S)[nH]c2cc3c(cc2c1=O)OCO3	0.9	-0.2
80	Cc1nnc(NC(=O)/C=C/c2ccc3c(c2)OCO3)s1	-0.6	-0.2

nr	TEAD-YAP block	FBW7 act
73	-0.8	0.1
74	9.5	-0.1
75	14.8	0.3
76	3.4	0.9
77	-14.7	0.1
78	-1.0	0.0
79	-0.9	-0.2
80	-14.7	-0.1

# Source: PubChem

# Compounds were not picked by outcome (roughly 3.5% active in at least one column).
